Compound activity as filed in PubChem BioAssay.
SENP8 block = SENP8 protease inhibitors, primary screen, biochemical, luminescence; Sentrin-specific protease 8 (Homo sapiens), Q96LD8; purified SENP8, Z-RLRGG-aminoluciferin cleavage; inhibition, % at 10 µM; 1.2% of 330,000 active
HKDC1 inh = HKDC1 hexokinase inhibitors, primary screen, biochemical, fluorescence, uHTS; recombinant HKDC1, G6PDH/diaphorase resazurin coupled fluorescence; inhibition, % at 20 µM; 0.16% of 340,000 active; AID 493160, 2011;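 active = inhibition above about 35% when tested at 20 µM, limit read from the data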;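 also: plate controls were DMSO wells with enzyme for no effect and DMSO wells lacking enzyme for full effect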
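Test system: Recombinant HKDC1 (HK5) hexokinase enzyme, produced in-house | Input: HKDC1 at 5 µg/mL | Buffer or medium: Tris pH 8.0 buffer with MgCl2, Tween-20, BSA, BME | Schedule: 90 min reaction incubation at room temperature, dark | Technique: Resazurin-to-resorufin fluorescence via G6PDH and diaphorase coupling, 525/613 nm | Controls: DMSO wells with and without enzyme mix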
Apaf-1 inh = inhibitors of human Apaf-1 apoptosome, primary screen, biochemical, DEVD-Rh110 fluorescence, uHTS. Apoptotic protease-activating factor 1 (Homo sapiens), O14727. reconstituted apoptosome caspase-3 activity. inhibition, % at 20 µM. 0.71% of 330,000 active. AID 489030, 2010; active = inhibition of at least 40% at 20 µM;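 also: plate controls were DMSO wells for no effect and DEVD-CHO caspase inhibitor wells for full effect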
Target sequence (O14727 whole entry, looked up): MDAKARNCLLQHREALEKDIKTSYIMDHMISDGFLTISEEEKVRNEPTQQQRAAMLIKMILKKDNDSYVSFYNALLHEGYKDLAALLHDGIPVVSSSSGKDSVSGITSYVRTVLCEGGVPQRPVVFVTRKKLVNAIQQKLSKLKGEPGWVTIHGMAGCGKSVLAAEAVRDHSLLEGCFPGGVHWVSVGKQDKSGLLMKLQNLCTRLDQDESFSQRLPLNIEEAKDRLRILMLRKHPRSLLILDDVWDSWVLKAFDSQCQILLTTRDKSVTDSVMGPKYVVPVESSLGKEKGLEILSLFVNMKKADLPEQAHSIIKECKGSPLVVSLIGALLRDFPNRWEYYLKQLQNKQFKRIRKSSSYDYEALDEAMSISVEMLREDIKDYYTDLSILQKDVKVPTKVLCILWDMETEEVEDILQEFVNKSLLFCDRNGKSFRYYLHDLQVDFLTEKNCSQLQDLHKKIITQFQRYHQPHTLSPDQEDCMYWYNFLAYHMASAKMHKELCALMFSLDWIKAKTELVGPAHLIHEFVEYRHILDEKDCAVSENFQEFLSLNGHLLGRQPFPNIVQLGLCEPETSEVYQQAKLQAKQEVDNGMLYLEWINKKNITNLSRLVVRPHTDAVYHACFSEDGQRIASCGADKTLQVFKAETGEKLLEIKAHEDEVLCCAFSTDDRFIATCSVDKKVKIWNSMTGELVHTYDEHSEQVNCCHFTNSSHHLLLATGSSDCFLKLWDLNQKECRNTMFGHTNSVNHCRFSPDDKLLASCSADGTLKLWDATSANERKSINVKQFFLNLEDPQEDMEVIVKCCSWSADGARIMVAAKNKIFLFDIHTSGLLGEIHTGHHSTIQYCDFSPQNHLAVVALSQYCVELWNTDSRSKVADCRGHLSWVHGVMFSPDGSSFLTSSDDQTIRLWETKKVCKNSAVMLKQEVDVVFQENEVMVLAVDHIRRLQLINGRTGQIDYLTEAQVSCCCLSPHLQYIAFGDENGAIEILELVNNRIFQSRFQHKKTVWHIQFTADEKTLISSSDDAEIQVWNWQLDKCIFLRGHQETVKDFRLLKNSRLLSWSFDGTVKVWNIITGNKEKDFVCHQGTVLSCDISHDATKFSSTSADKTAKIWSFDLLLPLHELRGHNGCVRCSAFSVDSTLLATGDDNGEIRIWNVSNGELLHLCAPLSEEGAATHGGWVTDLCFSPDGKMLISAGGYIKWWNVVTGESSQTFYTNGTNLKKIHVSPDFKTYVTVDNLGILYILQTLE
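System: reconstituted apoptosome with Apaf-1, cytochrome c, caspase-9, procaspase-3, dATP; Signal: Rh110 fluorescence intensity; Schedule: 30 min compound preincubation, 50 min activation, room temperature; Reagent: cytochrome c trigger plus (Z-DEVD)2-Rh110 caspase-3 substrate.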
Jurkat NFkB inh = inhibitors of induced NF-kB luciferase reporter, primary screen, TCR NF-kB activation inhibitor project, cell-based, luminescence, uHTS. inhibition, % at 4 µM. Jurkat, PMA/ionomycin-induced NF-kB luciferase reporter. 0.53% of 330,000 active
697 NFkB inh = inhibitors of PMA/ionomycin-induced NF-kB reporter, 697 cells, primary screen, B-cell NF-kB inhibitor project, cell-based, luminescence, uHTS | AID 435022, 2010 | inhibition, % at 4 µM | 697 B-cell NF-kB luciferase reporter, 16 h | 0.33% of 330,000 active; in the data active = inhibition above about 35%
Gli-Sufu antag = Gli-Sufu pathway antagonists, primary screen, luciferase luminescence, Sufu-KO-LIGHT cells, uHTS | Sufu-KO-LIGHT fibroblasts, Gli luciferase reporter luminescence | inhibition, % at 5 µM | 0.74% of 340,000 active | AID 588413, 2011;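 active = inhibition above about 55%, limit read from the data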;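 also: 0% = DMSO-treated cells and 100% = wells with medium but no cells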
UBC13 polyUb = UBC13 polyubiquitin chain formation inhibitors, primary screen, biochemical, TR-FRET, uHTS; Ubiquitin-conjugating enzyme E2 N (Homo sapiens), P61088; inhibition, % at 20 µM; 0.47% of 330,000 active; AID 485273, 2010; in the data active = inhibition above about 45%, passing the limit was not always enough
SENP7 inh = SENP7 protease inhibitors, primary screen, biochemical, luminescence, uHTS; Sentrin-specific protease 7 (Homo sapiens), Q9BQF6; recombinant SENP7, Z-RLRGG-aminoluciferin luminescence, 40 min; inhibition, % at 5 µM; 1.5% of 330,000 active; AID 434973, 2010;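 active = inhibition above about 50% at the single test dose, limit read from the data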;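 also: plate controls were DMSO with enzyme for no effect and no enzyme buffer wells for full effect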
Starred values were filed as active, the others as inactive; / = not tested or not shown. Rule as the data show it, unless noted: active = inhibition above about 50%; inactive = the rest.

SMILES	SENP8 block	HKDC1 inh	Apaf-1 inh	Jurkat NFkB inh	697 NFkB inh	Gli-Sufu antag	UBC13 polyUb	SENP7 inh
COc1ccc(CCn2c(O)cc3nn(-c4nc5ccccc5s4)c(=O)c-3c2C)cc1	4	4	36	13	-9	-22	-21	5
Cc1ccc(NC(=O)c2nc[nH]c2C(=O)N[C@H](C)c2ccccc2)cc1	-4	25	22	5	-14	29	-6	7
CC1CN(C(=O)c2cccc(COc3ccc(Br)cc3)c2)CC(C)O1 (stereo not given)	0	15	20	-39	-106	-68	-5	6
COc1ccccc1NS(=O)(=O)c1ccc(/C=C/C(=O)O)cc1	1	-10	0	-8	5	5	1	-4
O=C(Cn1c(=O)[nH]n(-c2ccccc2)c1=O)N1CCCc2ccccc21	-1	-3	6	5	10	1	4	-3
CCc1ccc(C(C(=O)NCc2ccc(OC)cc2)N(CCOC)C(=O)Cc2cccs2)cc1 (stereo not given)	-12	1	15	-1	-1	8	-4	10
COC(=O)c1sccc1-n1cccc1C(=O)C(=O)N1CCCCC1	-3	-3	3	-3	-27	15	-13	-7
CC(C)(C)SCCNC(=O)/C=C/c1ccc(F)cc1	-3	14	3	-24	-4	-24	10	-1
NC1=NC2(CCN(Cc3ccccc3)CC2)n2c(nc3ccccc32)N1	4	-10	2	10	11	11	11	1
Cc1ccc(CNC(=O)C2CCN(S(=O)(=O)c3cccnc3)CC2)cc1	-8	0	-9	-4	-7	-9	-7	16
CCOc1ccc(CC(=O)Nc2nccs2)cc1	-1	1	-2	5	21	6	-2	-4
O=C(CSc1ccc(Br)cc1)NCC(c1ccco1)N1CCCCC1 (stereo not given)	-3	-2	26	-13	-17	15	0	-10

By substructure, the entries above containing an aryl methoxy group (3)
SMILES	SENP8 block	HKDC1 inh	Apaf-1 inh	Jurkat NFkB inh	697 NFkB inh	Gli-Sufu antag	UBC13 polyUb	SENP7 inh
COc1ccc(CCn2c(O)cc3nn(-c4nc5ccccc5s4)c(=O)c-3c2C)cc1	4	4	36	13	-9	-22	-21	5
COc1ccccc1NS(=O)(=O)c1ccc(/C=C/C(=O)O)cc1	1	-10	0	-8	5	5	1	-4
CCc1ccc(C(C(=O)NCc2ccc(OC)cc2)N(CCOC)C(=O)Cc2cccs2)cc1 (stereo not given)	-12	1	15	-1	-1	8	-4	10

Following part
SMILES	SENP8 block	HKDC1 inh	Apaf-1 inh	Jurkat NFkB inh	697 NFkB inh	Gli-Sufu antag	UBC13 polyUb	SENP7 inh
O=C(c1ccc(Cl)c(S(=O)(=O)N2CCOCC2)c1)N1CCCC1	6	0	6	3	-5	-6	3	-9
COc1ccc(C(=O)Nc2nccs2)cc1OC	3	-5	-2	-24	5	-32	7	2
COC(=O)C1=C(C)Nc2nc(-c3ccccc3)nn2C1c1ccc(C)o1 (stereo not given)	-10	0	6	-65	-77	-4	5	-16
CC(=O)Nc1ccc(S(=O)(=O)N2CCN(C(C)CCc3ccccc3)CC2)cc1 (stereo not given)	7	2	12	21	16	8	9	4
COc1c(O)cccc1[C@H](O)C1CCN(CCc2ccc(F)cc2)CC1	-5	-6	-5	3	5	7	4	1
COc1ccc(C(=O)COC(=O)c2n[nH]c3ccccc23)c(OC)c1	25	2	21	-70	-85	-44	-4	21
CC1(C)CC(=O)C=C(c2ccc(F)nc2)C1	-2	-6	-1	4	-10	4	-13	-5
COc1cc(OC)c(C(=O)OCC(=O)NC2CCCC2)cc1OC	-2	1	-15	-15	6	7	6	1
Cc1nc(NC(=O)c2ccccc2)sc1-c1csc(Nc2cccc(F)c2)n1	30	/	-13	-5	-30	/	-47	10
CCn1c(C(C)NC(=O)c2ccc(C)cc2)n[nH]c1=S (stereo not given)	-11	-10	-1	-3	12	0	-4	-5
OCCNCc1cc(Br)ccc1OCc1ccc(Cl)cc1	-11	-4	1	-9	8	30	9	-8
CCOC(=O)N1CCC(NC(=O)C2=C(C)C(=O)OC23CCC(C)CC3)CC1 (stereo not given)	-10	-8	-5	0	12	-2	-4	10
COc1ccc(C(=O)C2CCCN(C(=O)c3ccc(OC)o3)C2)c(C)c1 (stereo not given)	3	-5	7	-4	-22	3	-10	-4
O=C(NCC(c1cccnc1)N1CCOCC1)c1ccco1 (stereo not given)	-2	0	-3	-6	11	-6	-1	-3
CCN(CC)C(=O)c1sc(NC(=S)N2CCN(C(=O)C3CCCO3)CC2)c(C(=O)OC)c1C (stereo not given)	2	1	17	-19	-40	3	-9	6
COc1cccc(/C=N/NC(=O)CCCC(=O)Nc2ccc(Br)cc2)c1	-6	4	9	9	7	6	9	4
COc1ccc(Nc2ncnc3sccc23)cc1	3	-1	-3	-29	-40	-71	5	6
Cc1ccc([C@@H]2[C@@H]3C(=O)N(C)C(=O)[C@@H]3[C@]3(C)C(=O)N(Cc4ccccc4)CC(=O)N23)o1	0	-1	6	8	26	-14	6	1
COc1ccc(CC(=O)N/N=C(\C)CC(=O)Nc2cccc(F)c2)cc1	8	-4	1	12	5	-6	3	5
CCC(=O)Nc1ccc(C(=O)Nc2ccc(OC)cc2[N+](=O)[O-])cc1	2	-5	-7	-9	3	-10	-16	-3
CN1CCCc2cc(C#N)c(=O)[nH]c21	-2	2	0	-1	2	0	10	4
Cc1cccc(C(=O)OCC(=O)Nc2c(C)n(C)n(-c3ccccc3)c2=O)c1O	-2	-6	-3	-20	5	-3	-1	-3
CCCn1c(SCC(=O)Nc2sc(C)c(C)c2C(=O)OCC)nc2c1c(=O)n(C)c(=O)n2C	-11	-6	22	-8	2	7	-5	-6
COc1ccc(CCCc2nnc(SCC(=O)Nc3ccc(OC)cc3)o2)cc1	6	-10	6	5	3	35	2	6
CC(C)(C)c1ccc(C(=O)NCCC(=O)NNC(=O)COc2ccccc2F)cc1	-17	3	21	-9	9	-7	0	-5
O=C(CCCn1cc([N+](=O)[O-])cn1)Nc1ccc2c(c1)OCO2	-4	-1	-11	3	6	-8	-14	-7
COc1cccc(C(=O)NCCS(=O)(=O)N2CCCCC2)c1	-8	1	-3	-14	14	4	-3	12
COCCNC(=O)/C=C/c1c(Cl)cccc1Cl	1	-8	-6	-8	11	-9	10	3
O=C(CNC(=O)c1cccc([N+](=O)[O-])c1)OCCCC(=O)c1ccc(F)cc1	0	-3	-2	0	5	0	13	1
Cc1cc(O)cc(=O)n1Cc1ccccc1	4	-7	-28	18	-1	1	5	8
O=C(O)[C@@H](O)c1ccccc1	1	-4	-3	11	-5	4	-8	7
COc1ccc(-c2ccc(C(c3c(C)[nH][nH]c3=O)c3c(C)[nH][nH]c3=O)o2)c([N+](=O)[O-])c1	20	-2	75*	8	21	16	-59	10
Cc1ccc(NC(=O)C2CCN(S(=O)(=O)c3ccc4[nH]c(=O)ccc4c3)CC2)c(C)c1	1	-7	12	-3	8	3	5	6
CC1=NN(C(=O)c2ccc(Cn3nc(C)c(Br)c3C)cc2)C(O)(C(F)(F)F)C1 (stereo not given)	-10	-8	6	14	-10	-7	0	-5
CNC(=O)C(C)Sc1ccc(S(=O)(=O)N2CCOCC2)cn1 (stereo not given)	3	-6	-5	11	6	-11	7	6
C=CCNC(=O)CN1CCC(c2nc3cc(C)c(C)cc3[nH]2)CC1	3	3	-6	4	8	3	4	3

Complete entries as entered above. Screens in order: SENP8 block | HKDC1 inh | Apaf-1 inh | Jurkat NFkB inh | 697 NFkB inh | Gli-Sufu antag | UBC13 polyUb | SENP7 inh
Entry for Cc1nc(NC(=O)c2ccccc2)sc1-c1csc(Nc2cccc(F)c2)n1 : 30 | / | -13 | -5 | -30 | / | -47 | 10
Entry for O=C(CSc1ccc(Br)cc1)NCC(c1ccco1)N1CCCCC1 (stereo not given) : -3 | -2 | 26 | -13 | -17 | 15 | 0 | -10
Entry for O=C(O)[C@@H](O)c1ccccc1 : 1 | -4 | -3 | 11 | -5 | 4 | -8 | 7
Entry for O=C(c1ccc(Cl)c(S(=O)(=O)N2CCOCC2)c1)N1CCCC1 : 6 | 0 | 6 | 3 | -5 | -6 | 3 | -9
Entry for CCN(CC)C(=O)c1sc(NC(=S)N2CCN(C(=O)C3CCCO3)CC2)c(C(=O)OC)c1C (stereo not given) : 2 | 1 | 17 | -19 | -40 | 3 | -9 | 6

Later entries
SMILES	SENP8 block	HKDC1 inh	Apaf-1 inh	Jurkat NFkB inh	697 NFkB inh	Gli-Sufu antag	UBC13 polyUb	SENP7 inh
CO/N=C/C(c1ncc(C(F)(F)F)cc1Cl)S(=O)(=O)c1ccccc1 (stereo not given)	-7	2	-4	-2	-16	-2	-5	5
COc1cc(/C=C2\SC(=Nc3ccc(O)cc3)NC2=O)cc(OC)c1O	5	9	7	4	3	-3	41	6
CN1CCN(C2=Cc3ccccc3Sc3cc(F)c(F)cc32)CC1	-10	7	4	-9	0	4	9	10
O=C(CCc1nnc2ccc(NCc3ccc(F)cc3)nn12)NC1CCCC1	3	0	1	0	-6	-12	-1	2
O=C(c1cccc(S(=O)(=O)Nc2ccc(F)cc2)c1)N1CCCC1	-19	-2	0	-10	5	-15	-4	-7
COc1ccc(OC)c(NC(=O)CNC(=O)Cn2ccc3ccccc3c2=O)c1	-8	-8	1	13	1	8	-14	8
Cc1ccc(NC(=O)CCc2c(C)nn(-c3ccc(N4CCCCC4)nn3)c2C)cc1C	5	3	15	-54	-33	-6	-7	11
CSc1cccc(NC(=O)C2C3C=CC4(O3)C2C(=O)N(CCN2CCOCC2)C4C(=O)NC2CCCCC2)c1 (stereo not given)	-1	-4	7	4	-6	16	2	12
CC1=C(C(=O)OC2CCCCC2)C(c2cccnc2)n2nnnc2N1 (stereo not given)	-9	7	9	-14	-13	43	-2	-11
O=C(COc1ccc2ccc(=O)oc2c1)Nc1cc([N+](=O)[O-])ccc1F	10	-4	-8	-4	21	-7	1	-1
CCOC(=O)c1cc(-c2ccccc2)sc1NC(=O)COC	-6	-1	-6	-13	-9	1	0	-2
COc1ccc(/C=N/NC(=O)C(C)N(c2ccc(OC)cc2)S(C)(=O)=O)cc1 (stereo not given)	-6	-9	-7	14	17	-3	4	-1
O=C1CCCN1CCCNS(=O)(=O)c1ccccc1	5	-6	-2	-4	-16	3	4	-4
Cc1nnn(C23CC4CC(CC(CC(=O)Nc5ccc(C)c(Cl)c5)(C4)C2)C3)n1	7	8	13	14	1	5	4	0
CCc1cccc(CC)c1NC(=S)NCc1ccc2c(c1)OCO2	10	-16	0	22	-3	12	2	3
COc1ccc(CC(=O)Nc2cccc(SC)c2)cc1	-2	-11	-3	0	-1	-3	7	-2
CCn1cnc2c1c(=O)n(Cc1csc(-c3ccccc3)n1)c(=O)n2Cc1ccccc1	-12	2	25	-10	-81	5	-17	-4
Cc1cccc(C)c1OCc1cc(C(=O)N2CCN(c3ccccn3)CC2)no1	-3	-1	13	-25	-3	-7	5	2
Cn1c(SCC(=O)NCC2CCCO2)nnc1-c1ccco1 (stereo not given)	5	-4	-5	5	18	-3	8	-1
N#Cc1nccnc1S(=O)(=O)c1cccs1	-8	-3	-3	15	-16	1	29	-9
Cc1cccc(-n2nnnc2SCC(=O)NCC2CCCO2)c1 (stereo not given)	-9	-5	-1	-2	5	-25	-7	-7
CNc1ccccc1C(C)(C)c1ccn[nH]1	4	-9	-3	-6	4	8	-1	-7
CN(C)c1cccc(C(=O)NCCCSc2ccccc2)c1	-6	0	13	2	11	-12	10	0
O=C(O)COc1ccc(/C=N/NC(=O)c2cccc3ccccc23)cc1	-7	-7	-3	12	16	7	-2	-4
COC(C[C@@H](O)[C@H](C)[C@H](O)COCc1ccccc1)OC	-5	-6	9	-10	1	1	-2	4
NC(=S)NN=C(Cc1ccccc1)Cc1ccccc1	3	-1	9	7	5	22	8	9
COc1ccc(Cn2c(O)cc(=O)[nH]c2=O)cc1	6	-4	-12	7	24	-85	-1	2
